NCI-60 one-dose screen, 48 h, at 10 µM unless noted. Numbers give growth in % (100 = growth as untreated, 0 = no growth, -100 = all killed).
SR – SR leukemia cells | actives 8.7% (n = 73,000)
MDA-MB-231 – MDA-MB-231 breast cancer. actives 5% (n = 81,000)
BT-549 – BT-549 breast cancer; AID 1794793; actives 4.4% (n = 78,000)
K-562 – K-562 leukemia; actives 7.4% (n = 78,000); AID 1794777
MOLT-4 – MOLT-4 leukemia cells; actives 6.9% (n = 80,000); AID 1794779
T-47D – T-47D breast cancer | actives 5% (n = 79,000)
MDA-MB-468 – MDA-MB-468 breast cancer. actives 8.5% (n = 78,000). AID 2202374
MCF7 – MCF7 breast cancer. actives 6.3% (n = 82,000). AID 1794796
Active calls of the source: *; / = not tested or not shown; & = joins results of further samples; ! = repeats disagree. The calls were made as follows: active = growth percent below 10; inactive = the rest.

Results follow in this order: K-562, MDA-MB-468, MCF7, T-47D, MDA-MB-231, BT-549, MOLT-4, SR
- CC[C@]12CCCN3CCc4c(n(c5ccccc45)[C@](O)(C(=O)OC)C1)[C@@H]32
→ 97, 97, 102, 96, 113, 131, 104, 101
- Cc1cc(CC(C)CC(C)(C)C)n(O)c(=O)c1 (stereo unspecified) (tested in a mixture with another compound)
→ /, -7.4*, 17, 28, 38, 29, -6.4*, 2.7*
- Cc1ccccc1OCC(O)CO (stereo unspecified)
→ 98&104, 100, 95&108, 104&106, 113&102, 106&120, 113&115, 102&112
- CC(C)(C)NCC(O)COc1cccc2c1C[C@H](O)[C@H](O)C2 (stereo partly specified)
→ 97, 93, 105, 103, 113, 129, 98, 94
- CCCOc1ccc2nc(NC(=O)OC)[nH]c2c1
→ 16, -4.0*, /, 90, -1.4*, 33, 18, /
- COc1ccc2c(c1)c(-c1noc(C(=O)c3cn(C)c4ccccc34)n1)cn2C
→ 98, 149, 95, 102, 104, 94, 97, /
- Cc1cc(Cl)ccc1NC(=O)Nc1ccc2nc(NS(=O)(=O)c3ccc4ccccc4c3)sc2c1
→ 97, 92, 89, 94, 83, 106, 92, 83
- CC[C@H](C)[C@H](N)C(=O)O
→ 122, 100, 103, 104, 98, 108, 116, 91
- COc1ccc(C2NC(=O)NC(C)=C2C(=O)Nc2ccc(S(N)(=O)=O)cc2)cc1OC (stereo unspecified)
→ 99, 99, 91, 96, 102, 105, 103, 96
- CCCCC(CC)COC(=O)c1ccccc1O (stereo unspecified)
→ 96, 104, 99, 102, 109, 91, 88, 88
- CN(C)c1ccc2nc3ccc(=[N+](C)C)cc-3sc2c1
→ 44&42&27, -5.0*, 7.5*!, 4.2*!, 10.0*!, 72&70&60, 33&22&24, 51&40&29
- CCn1cc(C(=O)O)c(=O)c2cc(F)c(N3CCNC(C)C3)c(F)c21 (stereo unspecified)
→ /, 112, 98, 104, 109, 111, 107, /
- CCCCCCCCCCCC[N+](C)(C)Cc1ccccc1
→ -5.1*, -26*, 15, 14, 25, -21*, -22*, 4.5*
- Nc1ncnc2c1c(-c1cccc(OCc3ccccc3)c1)cn2C1CC(CN2CCC2)C1 (stereo unspecified)
→ -46*, -12*, -22*, -38*, 3.9*, 33, -14*, -18*
- O=C(c1ccc2nc(NS(=O)(=O)c3ccc4ccccc4c3)sc2c1)N1CCN(c2ccccc2F)CC1
→ 104, 108, 98, 99, 100, 94, 106, 84
- O=C(CC(CC(=O)c1cccs1)c1ccc(Cl)cc1Cl)c1cccs1
→ 75, 91, 90, 75, 94, 114, 74, 90
- COc1ccc(/C=C/C(C)=N/OC(C)C(N)=O)cc1 (stereo unspecified)
→ 95, 99, 100, 91, 127, 106, 88, 90
- CCN(CC)C(=O)C1CN2CCc3cc(OC)c(OC)cc3C2CC1OC(C)=O (stereo unspecified)
→ 100, 107, 99, 97, 107, 108, 101, 97
- COc1ccc(C(=O)c2ccccc2)c(O)c1
→ 62&103, 151&100, 97&108, 97&100, 109&107, 95&96, 44&101, 101&109
- CCN1C[C@@H](C)n2c(c(O)c3c(=O)n(Cc4ccc(F)c(Cl)c4)nc(C(=O)NC)c32)C1=O
→ 42, 45, 54, 27, 51, 9.6*, 22, 2.7*
- Cc1cc(C(=O)Nc2cc(Oc3ccc4nc(NC(=O)C5CC5)cn4n3)ccc2C)n(C)n1
→ 7.8*, 21, 34, 53, 22, 30, 33, 30
- NS(=O)(=O)c1cccc(N2C(=O)c3ccccc3C2=O)c1
→ /, 118, 95, 97, 105, 101, 98, 95
- CN(C)c1ccc(C2=NN(c3ccc(S(=O)(=O)NC(=O)NCc4ccccc4)cc3)C(c3ccc(Cl)cc3)C2)cc1 (stereo unspecified)
→ 98, /, 77, 84, 74, 88, 86, 86
- CCCSc1nc(NC(=O)CN2CCN(c3cc4c(cc3F)c(=O)c(C(=O)O)cn4C3CC3)CC2)cc(=O)[nH]1
→ 103, 95, 105, 91, 93, 79, 98, 104
- COc1cc(C2NC(=O)NC(C)=C2C(=O)Nc2ccc(S(N)(=O)=O)cc2)cc(OC)c1OC (stereo unspecified)
→ 98, 95, 92, 97, 108, 127, 106, 92
- Cn1cc(-c2nnc(-c3cn(C)c4ncc(Br)cc34)s2)c2ccccc21
→ 58, 88, 63, 79, 78, 94, 76, 70
- Nc1c2ccccc2nc2ccccc12
→ 1.3*!, 2.9*!, 10.0*, 32&30&13, 35&40&25, 83&70&34, 8.5*!, 0.3*!
- O=C(O)c1ccc(Nc2ncc3c(n2)-c2ccc(Cl)cc2C(c2c(F)cccc2F)=NC3)cc1
→ 23, 35, 49, 48, 52, 57, 45, 24
- CN(C)C(=O)c1cc2cnc(Nc3ccc(N4CCNCC4)cn3)nc2n1C1CCCC1
→ 62, 85, 41, 56, 62, 90, 11, 27
- O=C(O)Cc1sc(-c2ccccc2)nc1-c1ccc(Cl)cc1
→ 92, 103, 92, 93, 117, 106, 93, 93

Some of the entries so far, with tabs:
mol	K-562	MDA-MB-468	MCF7	T-47D	MDA-MB-231	BT-549	MOLT-4	SR
CN(C)c1ccc(C2=NN(c3ccc(S(=O)(=O)NC(=O)NCc4ccccc4)cc3)C(c3ccc(Cl)cc3)C2)cc1 (stereo unspecified)	98	/	77	84	74	88	86	86
CCCSc1nc(NC(=O)CN2CCN(c3cc4c(cc3F)c(=O)c(C(=O)O)cn4C3CC3)CC2)cc(=O)[nH]1	103	95	105	91	93	79	98	104
COc1cc(C2NC(=O)NC(C)=C2C(=O)Nc2ccc(S(N)(=O)=O)cc2)cc(OC)c1OC (stereo unspecified)	98	95	92	97	108	127	106	92

Next entries follow.
Results follow in this order: K-562, MDA-MB-468, MCF7, T-47D, MDA-MB-231, BT-549, MOLT-4, SR
- CNC(=O)c1cc(Oc2ccc(NC(=O)Nc3ccc(Cl)c(C(F)(F)F)c3)c(F)c2)ccn1
→ -3.8*, -49*, -27*, -34*, -57*, -31*, -7.9*, -33*
- Cc1scc2c1N(C(=O)CN1CCN(C)CC1)c1ccccc1NC2=O
→ 108, 101, /, 102, 100, 110, 97, /
- COc1ccc2c(c1)c(C(=O)c1nc(-c3cn(C)c4ccc(Br)cc34)no1)cn2C
→ 83, 93, 87, 85, 84, 88, 89, 69
- CCOC(=O)c1ccccc1O
→ 81, 95, 103, 105, 114, 96, 90, 70
- Cn1cc(-c2nc(N)nnc2-c2c[nH]c3ccc(F)cc23)c2cc(Br)ccc21
→ 61, 52, 39, 50, 81, 79, 57, 65
- Cn1cc(-c2nc(N)nnc2-c2c[nH]c3ccccc23)c2cc(F)ccc21
→ 58, 84, 72, 68, 90, 87, 83, 52
- COc1cc2nccc(Oc3ccc(NC(=O)C4(C(=O)Nc5ccc(F)cc5)CC4)cc3)c2cc1OC
→ 0.5*, 34, 16, -14*, 5.0*, 33, 12, 0.0*
- CC1=C(C(=O)Nc2ccc(S(N)(=O)=O)cc2)C(c2cccc(O)c2)NC(=O)N1 (stereo unspecified)
→ 102, 100, 90, 95, 109, 110, 110, 100
- Cn1cc(-c2nnc(N)nc2-c2cn(C)c3ccccc23)c2cc(Br)ccc21
→ 61, 75, 60, 77, 81, 110, 65, 75
- CCN(CCCCOC(=O)c1ccc(OC)c(OC)c1)C(C)Cc1ccc(OC)cc1 (stereo unspecified)
→ 89&55, 97&101, 98&104, 84&87, 99&104, 109&89, 92&78, 92&92

Rewritten as comma-separated lines: five of the compounds above.
Compound,K-562,MDA-MB-468,MCF7,T-47D,MDA-MB-231,BT-549,MOLT-4,SR
NS(=O)(=O)c1cccc(N2C(=O)c3ccccc3C2=O)c1,/,118,95,97,105,101,98,95
CN(C)c1ccc(C2=NN(c3ccc(S(=O)(=O)NC(=O)NCc4ccccc4)cc3)C(c3ccc(Cl)cc3)C2)cc1 (stereo unspecified),98,/,77,84,74,88,86,86
CCCSc1nc(NC(=O)CN2CCN(c3cc4c(cc3F)c(=O)c(C(=O)O)cn4C3CC3)CC2)cc(=O)[nH]1,103,95,105,91,93,79,98,104
COc1cc(C2NC(=O)NC(C)=C2C(=O)Nc2ccc(S(N)(=O)=O)cc2)cc(OC)c1OC (stereo unspecified),98,95,92,97,108,127,106,92
Cn1cc(-c2nnc(-c3cn(C)c4ncc(Br)cc34)s2)c2ccccc21,58,88,63,79,78,94,76,70

Screening results from PubChem.

The list is partial (hit frequency here may not be typical).
